# TNAP activation fold – stimulation of alkaline phosphatase TNAP activity – biochemical, luminescent, no phosphate acceptor, uHTS, primary screen (AID 1001); purified TNAP, luminescent activation assay, no phosphate acceptor; higher activation fold means a stronger effect; activation fold at 20 µM; hits with a dose series show EC50 in µM; hit rate 0.03% among 200,000; in the data active means activation fold from about 3, or a potency from the dose series; inactive means the rest, 99 in 100 with activation fold below about 1.6; further: many of its hits are not listed in these tables
# Siah-1 displacement – Siah-1 peptide-binding antagonists, primary screen, biochemical, fluorescence polarization, rhodamine-plectin, uHTS (AID 1817) | Siah-1 / rhodamine-plectin peptide fluorescence polarization; higher % means a stronger effect | displacement, % at 20 µM, or IC50 in µM where a hit was titrated | hit rate 0.02% among 290,000;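 active means displacement of at least 50% at 20 µM, with a fluorescence ratio check between 0.3 and a set limit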;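 further: plate controls were Siah plus tracer with DMSO for no effect and tracer alone without Siah for full effect; strong numbers were not always called active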
# Myeloid diff MLP – myeloid differentiation induction; ER-HoxA9 myeloid progenitors, lysozyme-GFP differentiation, flow cytometry; calls only at 10 µM; hit rate 1% among 360,000; AID 624256;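 active means normalized GFP-positive differentiation at or above the plate's own cutoff, the solvent-only control mean plus 3 SD; inconclusive means no clear call, values can overlap the other calls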;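 further: cells exposed to compound for four days before flow analysis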
# RSV CPE inhibition – RSV antiviral activity via CPE protection, HEp-2 cells, primary 10 µM value included (AID 2391). HEp-2 cells, RSV-induced CPE inhibition; higher % means a stronger effect. hit rate 0.13% among 310,000. one-dose CPE inhibition, % at 10 µM; IC50 in µM for titrated hits; in the data active means a potency from the dose series; inconclusive means CPE inhibition mostly from about 23% at the one dose, without a potency; inactive means the rest, 99 in 100 with CPE inhibition below about 21%; further: strong numbers were not always called active
# human PMI inhibitors – MPI inhibition at elevated mannose 6-phosphate – biochemical, fluorescence intensity, high mannose 6-phosphate, primary screen (AID 1220); recombinant PMI enzyme, coupled fluorescence intensity; higher % means a stronger effect; one-dose inhibition, % at 20 µM; IC50 in µM for titrated hits; hit rate 0.66% among 190,000
# PMI inhibitors – MPI enzyme activity inhibition – biochemical, fluorescence intensity, coupled assay, primary screen (AID 1209) | purified PMI enzyme, coupled fluorescence intensity; higher % means a stronger effect | one-dose inhibition, % at 20 µM; IC50 in µM for titrated hits | hit rate 0.42% among 190,000;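 further: plate controls were DMSO vehicle for no effect and wells lacking substrate for full effect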
# PhoP inhibition – PhoP-dependent GFP reporter repression – Salmonella Typhimurium, primary screen (AID 1863). inhibition, % at 50 µM; hits with a dose series show IC50 in µM. hit rate 0.16% among 300,000. S. Typhimurium PhoP-regulated promoter GFP reporter, 4 h; higher % means a stronger effect;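 active means inhibition over 29.93%, a cutoff 3 SD above the screen mean, later confirmed by dose response; inconclusive means inhibition over 29.93% but no dose response follow-up; inactive means inhibition at most 29.93% or unconfirmed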;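 further: 0% = low Mg2+ inducing control and 100% = high Mg2+ repressing control; strong numbers were not always called active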
# XIAP displacement – small molecules displacing peptide from XIAP – biochemical, IAP family, fluorescence polarization (AID 1018) | XIAP BIR domain, fluorescence polarization peptide displacement; higher % means a stronger effect | one-dose displacement, % at 20 µM; IC50 in µM for titrated hits | hit rate 0.007% among 200,000; in the data active means displacement above about 50%; further: a part of the inactive calls stands beside numbers as strong as those of hits
# WT yeast gro inh – growth inhibition of WT yeast, mitochondrial fusion screen; hit rate 2.1% among 190,000; inhibition, % at 10 µM; mitochondrial fusion phenotypic screen, WT strain; in the data active means inhibition above about 58%; tested in S. cerevisiae
# WT yeast gro inh mutant strain – recorded beside WT yeast gro inh, whose call it bears; inhibition, %; mitochondrial fusion phenotypic screen, mutant strain inhibition
# Myeloid diff MLP GFP+ MAC1+ % – recorded beside Myeloid diff MLP, whose call it bears; GFP+ MAC1+ double positive, %; measured here: differentiation confirmed by MAC1 staining
# * marks the source's active call; other numbers are inactive results; i = inactive; ? = inconclusive; nt = no result given; & = joins results of further samples. Unless noted, no stated cut-off is given here; in the data, active means inhibition above about 50%; inactive means the rest.
SMILES,TNAP activation fold,Siah-1 displacement,Myeloid diff MLP,Myeloid diff MLP GFP+ MAC1+ %,RSV CPE inhibition,human PMI inhibitors,PMI inhibitors,PhoP inhibition,XIAP displacement,WT yeast gro inh,WT yeast gro inh mutant strain
COc1ccc(Cl)cc1NC(=O)NC(C)C(C)(C)C (stereo unspecified),1,0%,i,0.4,0.2%,11%,10%,-11%,-1.1%,21,23
O=C1Nc2ccc(Cl)cc2[C@@](C#CC2CC2)(C(F)(F)F)O1,1,8%,nt,nt,16%,12%,19%,11%&-8%,0.6%,82*,47*
Cc1ccccc1CN1[C@@H](CC2CCCCC2)COCCS1(=O)=O,nt,0%,i,5.0,-2.2%,nt,nt,-6%,nt,nt,nt
O=C(c1ccco1)N1CCN(C(=O)c2cc3c(=O)oc4ccccc4c3s2)CC1,1,1%,i,0.5,-0.1%,-5%,-1%,-10%,-5.3%,-11,-9
CC(=O)c1ccc(OC2OCCOC2Oc2ccc(C(C)=O)cc2)cc1 (stereo unspecified),1.2,5%,i,0.1,11%,-4%,0%,17%,-3.7%,-17,-8
O=C(NN1C(=O)c2ccc(-c3ccc4c(c3)C(=O)N(NC(=O)c3cccnc3)C4=O)cc2C1=O)c1cccnc1,0.9,34%,i,0.1,-0.6%,-9%,-8%,5%,-5.1%,8,-13
COC(=O)c1sccc1NC(=O)CSc1ccccc1NC(=O)CNC(C)C,0.9,2%,i,1.0,-3.3%,3%,2%,2%,-4.7%,6,4
O=C(Cn1c(=O)n(Cc2ccco2)c(=O)c2c3c(sc21)CCCC3)Nc1ccccc1,1.2,-3%,i,1.4,19%,14%,13%,-8%,-2.1%,24,12
CCOc1ncccc1C(=O)Nc1ccc2nc(C)sc2c1,nt,-1%,?,nt,0.6%,nt,nt,-4%,nt,nt,nt
CCC(=O)Nc1cc(NC(=O)CSc2ncc(-c3ccc(F)cc3)n2Cc2ccco2)ccc1C,1.1,2%,i,0.6,7.4%,5%,5%,-9%,-4.6%,4,-5
C=CCN1C(=O)/C(=C\c2ccc(C)cc2)N=C1SCC(=O)NCCC,1.1,1%,i,0.4,-0.5%,1%,4%,-9%,-2.5%,-4,-15
C#CCOC(=O)c1ccccc1C(=O)OCC#C,1.1,-1%,i,0.6,1.3%,13%,5%,8%,0.1%,0,-2
Cc1ccccc1OCc1nc(-c2ccc(-n3cccc3)cc2)no1,0.9,-2%,i,1.4,0.0%,-1%,-7%,-7%,-6.0%,18,2
O=C(O)c1cc(NN=Nc2ccc(Br)cc2)cc([N+](=O)[O-])c1,nt,-8%,i,0.5,6.7%,nt,nt,3%,nt,nt,nt
Cn1cccc1CNC1CCCCC1,1,-5%,i,7.8,1.6%,-5%,-5%,4%,-5.7%,-9,-14
CCOC(=O)Cc1nn(Cc2ccc(Cl)cc2)c(=O)c2ccccc12,1.1,-2%,i,0.9,0.7%,8%,4%,3%,-12%,-19,10
O=C(NNC(=O)c1ccccc1Cl)c1ccccc1Cl,nt,-2%,i,0.8,2.1%,nt,nt,12%,nt,nt,nt
Cc1cccn2c(=O)c3cc(C(=O)NC4CCCC4)sc3nc12,nt,6%,i,0.7,3.6%,nt,nt,-5%,nt,nt,nt
COc1cccc(-n2nnnc2SCC(=O)Nc2cccc(NC(C)=O)c2)c1,1.1,-1%,i,6.3,-0.1%,10%,12%,-6%,-4.6%,-5,12
Fc1ccc(C(CCNCc2cccs2)c2ccco2)cc1 (stereo unspecified),nt,10%,i,0.5,-0.8%,nt,nt,-4%,nt,nt,nt
CCC(CO)NC1=CC(=O)CCC1 (stereo unspecified),1,2%,i,0.1,0.0%,9%,4%,6%,-6.2%,-6,7
C=CCn1c(SCC(=O)N2CCCCC2)nnc1-c1ccncc1,1,5%,i,0.2,5.9%,-5%,-1%,1%,-2.9%,17,6
Cc1ccnc(N2CCC(C(=O)Nc3cccc(C(F)(F)F)c3)CC2)n1,1.1,-3%,i,0.6,11%,2%,9%,-1%,-6.4%,8,32
O=C(Nc1cccc(C(=O)O)c1)Nc1ccc2c(c1)OCO2,nt,-5%,i,0.8,0.6%,nt,nt,-5%,nt,nt,nt
COc1cc(/C=C2\CCC(C3CCCC3)C2=O)ccc1OC(C)C (stereo unspecified),nt,15%,i,0.3,4.4%,nt,nt,-1%,nt,nt,nt
CCS(=O)(=O)N1CCCC(C(=O)Oc2ccc(Br)cc2)C1 (stereo unspecified),nt,1%,i,0.3,0.0%,nt,nt,4%,nt,nt,nt
NC1=NC2(CCN(Cc3ccccc3)CC2)n2c(nc3ccccc32)N1,1.4,-2%,i,1.4,1.8%,-3%,0%,12%,-4.4%,-5,-4
CCCCC(=O)NC(c1ccc([N+](=O)[O-])cc1)c1c(O)ccc2ccccc12 (stereo unspecified),1.2,9%,i,1.5,9.2%,37%,25%,0%,-0.8%,82*,24*
COc1ccc(OCc2nnc(SCC(=O)NC3CCCCC3)o2)cc1,nt,1%,i,1.9,1.8%,nt,nt,2%,nt,nt,nt
COc1cccc2cc(-c3nc4ccccc4[nH]3)c(=O)oc12,nt,4%,i,0.5,1.2%,nt,nt,-4%,nt,nt,nt
CC(=O)Nc1ccccc1OCc1nnc(-c2ccc(Cl)cc2)o1,1.1,23%,i,0.1,13%,10%,7%,7%,-1.6%,-13,5
COc1cccc(NC(=O)CSc2nnc(-c3cc(C)[nH]n3)n2N)c1,nt,3%,i,3.6,0.3%,nt,nt,-10%,nt,nt,nt
CCOc1ccc(N2CC(C(=O)Nc3ccc4c(c3)OCO4)CC2=O)cc1 (stereo unspecified),1,4%,i,0.2,-0.2%,4%,-4%,-1%,-7.2%,-9,-18
CCCCOC(=O)Nc1cc(OC)c(Cl)cc1OC,1.1,-7%,i,1.0,-0.8%,0%,-16%,-6%,-2.4%,-2,-5
CCCc1[nH][nH]c(=O)c1C(c1ccccc1)C(C#N)C#N (stereo unspecified),1,2%,i,0.8,1.7%,1%,8%,-6%,-5.1%,11,6
C=CCn1c(C)cc(/C([O-])=C(/C(=S)Nc2ccc(OC(F)F)cc2)[n+]2ccc(N(C)C)cc2)c1C,1.1,1%,i,0.6,8.3%,13%,4%,0%,-2.8%,-1,0
OCc1ccccc1OCCCN1CCC(Cc2ccccc2)CC1,nt,4%,i,0.2,-0.9%,nt,nt,0%,nt,nt,nt
Cc1ccccc1OCC(=O)Nc1ccccc1CO,1.1,2%,i,0.5,2.1%,2%,-9%,4%,1.0%,6,-1
Cc1ccc(C(=O)C(C)OC(=O)Cn2[nH]c(=O)c3ccccc3c2=O)cc1 (stereo unspecified),nt,-2%,i,1.4,0.5%,nt,nt,7%,nt,nt,nt
COc1ccc(OCC(=O)Nc2ccc(NC(=O)c3ccco3)cc2)cc1,1,-4%,i,0.5,1.9%,-1%,10%,-3%,-7.6%,3,-1

# For convenience, 8 of the compounds above.
SMILES,TNAP activation fold,Siah-1 displacement,Myeloid diff MLP,Myeloid diff MLP GFP+ MAC1+ %,RSV CPE inhibition,human PMI inhibitors,PMI inhibitors,PhoP inhibition,XIAP displacement,WT yeast gro inh,WT yeast gro inh mutant strain
CCOc1ccc(N2CC(C(=O)Nc3ccc4c(c3)OCO4)CC2=O)cc1 (stereo unspecified),1,4%,i,0.2,-0.2%,4%,-4%,-1%,-7.2%,-9,-18
CCCCOC(=O)Nc1cc(OC)c(Cl)cc1OC,1.1,-7%,i,1.0,-0.8%,0%,-16%,-6%,-2.4%,-2,-5
CCCc1[nH][nH]c(=O)c1C(c1ccccc1)C(C#N)C#N (stereo unspecified),1,2%,i,0.8,1.7%,1%,8%,-6%,-5.1%,11,6
C=CCn1c(C)cc(/C([O-])=C(/C(=S)Nc2ccc(OC(F)F)cc2)[n+]2ccc(N(C)C)cc2)c1C,1.1,1%,i,0.6,8.3%,13%,4%,0%,-2.8%,-1,0
OCc1ccccc1OCCCN1CCC(Cc2ccccc2)CC1,nt,4%,i,0.2,-0.9%,nt,nt,0%,nt,nt,nt
Cc1ccccc1OCC(=O)Nc1ccccc1CO,1.1,2%,i,0.5,2.1%,2%,-9%,4%,1.0%,6,-1
Cc1ccc(C(=O)C(C)OC(=O)Cn2[nH]c(=O)c3ccccc3c2=O)cc1 (stereo unspecified),nt,-2%,i,1.4,0.5%,nt,nt,7%,nt,nt,nt
COc1ccc(OCC(=O)Nc2ccc(NC(=O)c3ccco3)cc2)cc1,1,-4%,i,0.5,1.9%,-1%,10%,-3%,-7.6%,3,-1

# Going on with the list:
SMILES,TNAP activation fold,Siah-1 displacement,Myeloid diff MLP,Myeloid diff MLP GFP+ MAC1+ %,RSV CPE inhibition,human PMI inhibitors,PMI inhibitors,PhoP inhibition,XIAP displacement,WT yeast gro inh,WT yeast gro inh mutant strain
CCOc1ccc(C(=O)NC(=S)Nc2ccccc2OC)cc1[N+](=O)[O-],1.1,-7%,i,0.3,0.1%,3%,-3%,-5%,-2.8%,5,-9
C/C(=N/NC(=O)C1CCCC1)c1ccc(NC(=O)C(F)(F)F)cc1,nt,4%,i,0.8,1.2%,nt,nt,-2%,nt,nt,nt
CC(=O)O[C@H]1CC[C@H]2[C@@H]3CCc4cc(O)ccc4[C@H]3CC[C@]12C,1.1,18%,i,2.4,-2.7%,16%,0%,-4%&-3%,-5.6%,1,-21
O=C(CSCc1ccc(Cl)cc1)Nc1ccc(S(=O)(=O)N2CCCCCC2)cc1,1.3,7%,i,0.3,4.8%,3%,16%,-10%,-5.3%,-10,-4
COc1ccc(NC(C)=O)cc1NC(=O)CN1CCN(S(=O)(=O)c2ccc(C(C)C)cc2)CC1,1.1,-3%,i,0.6,0.8%,-17%,-2%,12%,1.5%,-6,4
CCN1CC(C)C(O)(c2ccccc2)CC1C (stereo unspecified),1.1,2%,i,1.2,-0.1%,-3%,-5%,26%,-5.5%,-6,-4
CC1(C)CC(O)C(C)(C)N1O (stereo unspecified),1.1,-1%,i,1.5,1.8%,-6%,4%,4%,-6.8%,-4,-10
Clc1ccc(-c2nnc3sc(Cc4cccs4)nn23)c(Cl)c1,1,-1%,i,0.8,3.6%,-9%,-15%,3%,-5.4%,58,59
CCCn1nc(C(=O)NNC(=O)CSC(C)C(=O)Nc2cc(C)on2)c2ccccc2c1=O (stereo unspecified),nt,16%,i,3.6,1.9%,nt,nt,3%,nt,nt,nt
COC(=O)C1=C(C(=O)OC)[C@@H]2N(Cc3ccccc3)c3ccccc3[C@@]23C[C@@H](CO)N(C(=O)NC2CCCC2)C3=N1,nt,10%,i,1.2,-1.1%,nt,nt,-2%,nt,nt,nt
CC(C)(C)NC(=S)N/N=C/c1cc(Br)c(O)c(Br)c1,nt,0%,i,0.4,5.2%,nt,nt,-14%,nt,nt,nt
O=C(Nc1ccc(Br)cc1)N1CCCCC1,1.2,-5%,i,0.4,3.7%,-2%,-1%,1%,-2.4%,-12,-17
COc1ccc(C(C(=O)NC2CCCC2)N(CCCO)C(=O)c2snc(C(N)=O)c2N)cc1 (stereo unspecified),nt,-6%,i,1.0,0.4%,nt,nt,11%,nt,nt,nt
CC(=O)c1ccc(N=C2C(=O)Nc3ccccc32)cc1,nt,5%,i,0.6,0.4%,nt,nt,0%,nt,nt,nt
